# AmpC inh det: blocks E. coli AmpC beta-lactamase in presence of detergent; P00811; purified AmpC, nitrocefin hydrolysis with detergent; Potency, µM (top dose mostly 28.7 µM), inactives show top-dose activity change, negative = inhibition; actives 0.09% (n = 71,000); AID 584; active = well fitted curve in the direction sought with a large enough effect
# Target sequence (P00811 whole entry, looked up): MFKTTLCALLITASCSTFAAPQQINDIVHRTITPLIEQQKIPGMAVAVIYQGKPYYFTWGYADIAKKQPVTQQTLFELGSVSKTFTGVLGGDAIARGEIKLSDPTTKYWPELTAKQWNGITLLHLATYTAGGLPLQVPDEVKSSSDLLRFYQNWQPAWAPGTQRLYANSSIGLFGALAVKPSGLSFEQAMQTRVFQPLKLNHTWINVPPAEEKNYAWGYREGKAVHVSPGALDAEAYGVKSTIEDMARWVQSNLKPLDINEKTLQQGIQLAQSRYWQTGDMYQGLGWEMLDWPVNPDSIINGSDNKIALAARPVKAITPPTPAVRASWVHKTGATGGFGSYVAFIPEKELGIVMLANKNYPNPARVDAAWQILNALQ
#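 E. coli AmpC (5.3 nM) in 20 mM phosphate pH 7.0 with 0.01% Triton X-100, preincubated 15 min RT with compound; nitrocefin (2 uL of 800 uM stock) hydrolysis followed by 480 nm absorbance every 20 s over 4 min.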
# The depositor's hits bear a star; [ ] = remark or other dose. % is scaled to controls: 0 for no effect and ±100 for the full control effect; potency is read from the fitted curve at half-maximal effect.
SMILES,AmpC inh det
Cc1cc(C)c(S(N)(=O)=O)c(C)c1-n1cnnn1,-3%
Cc1nn(C(C)(C)C)c(OC(=O)C2CCCC2)c1S(=O)(=O)c1ccccc1,-1%
C=CCBr,10%
CC(C)Cn1c(N)c(C(=O)COC(=O)C2CCCCC2)c(=O)n(C)c1=O,-6%
CCOCCCn1c(=S)[nH]c2cc(C(=O)N3CCC(C(N)=O)CC3)ccc2c1=O,-4%
CCCN1CC[C@@H]2c3cc(O)ccc3CC[C@H]21,-2%
Cc1noc(C)c1S(=O)(=O)N1CCC(C(=O)Nc2ccccn2)CC1,-5%
O=C(O)CCN1C(=O)c2ccccc2C1=O,-2%
CC(C)CC(=O)Nc1c2c(nn1-c1ccc(F)cc1)CSC2,13%
COC(=O)c1cc(OC)c(OC)cc1-n1cnc2cc(OC)c(OC)cc2c1=O,0%
CCCN1CCC(NC(=O)Nc2ccc(OC)c(OC)c2)CC1,-3%
CCc1ccc(-c2nc(CN3CCC(C(=O)NCCc4ccc(OC)c(OC)c4)CC3)c(C)o2)cc1,-3%
CCN(c1cccc(C(F)(F)F)c1)S(=O)(=O)c1ccc2c(c1)CCN2C(C)=O,-3%
O=C(O)CCC(=O)N1CCC[C@H]1C(=O)O,-1%
COc1cccc(-n2c(SCC(=O)OC(C)C)nnc2-c2cccnc2)c1,-2%
COCCN(C(=O)Nc1ccc(OC)cc1OC)C1CCN(C(C)=O)CC1,0%
O=C(NCc1ccco1)c1cc(-c2ccc3c(c2)OCO3)on1,-3%
NS(=O)(=O)c1ccc(NC=C2C(=O)OC3(CCCCC3)OC2=O)cc1,-2%
O=C(C1CCC1)N1CCc2cc(S(=O)(=O)NCC3COc4ccccc4O3)ccc21 (stereo not drawn),-1%
Cc1ccc(C(=O)CC2(O)C(=O)N(C)c3ccccc32)o1 (stereo not drawn),11%
CC(=O)N1CCN(C)CC1,0%
COc1ccc(C)cc1-n1c(N)c(C#N)c(C#N)c1-c1ccc(OC)c(OC)c1OC,0%
C#CCOc1nc(OCC#C)nc(OCC#C)n1,0%
Cc1ccc(NC(=O)CS(=O)CC(=O)NCC2CCCO2)cc1 (stereo not drawn),11%
CC(C)N1CC(C(=O)Nc2nc3ccccc3s2)CC1=O (stereo not drawn),-2%
Nc1nc(N)c(N=Nc2ccc([As](=O)(O)O)c(O)c2)c(N)n1,-3%[5.75 µM]
CCOC(=O)c1c(C)n(CCOC)c2ccc(O)cc12,-2%
CCC/C=C(\CCC)C(NP(=O)(c1ccccc1)c1ccccc1)c1ccccc1 (stereo not drawn),3%
COc1ccc(-n2c(=O)c3c4c(sc3n3cnnc23)CC(C)CC4)cc1 (stereo not drawn),6%
Cc1ccc(-c2nc3ccccc3c(=O)n2CCCn2ccnc2)cc1,-4%
C=CCNS(=O)(=O)c1ccc(OCC(=O)OC)cc1,-3%
O=C(Nc1c(F)cc(F)cc1Br)c1cc(-c2ccco2)on1,-4%
Cc1cccc(OCc2nnc3n2CCCCC3)c1,-2%
CC(=O)N1C(=O)N(C(C)=O)C2C1N(C(C)=O)C(=O)N2C(C)=O (stereo not drawn),-4%
N[C@@H](C(=O)O)[C@H](CC(=O)O)c1ccc(Cl)cc1,-4%
COc1ccc(S(=O)(=O)N2Cc3ccccc3CC2C(=O)N2CCOCC2)cc1OC (stereo not drawn),12%
O=C(CSc1nnc(-c2ccc(Br)cc2)o1)Nc1cccc2ccccc12,-6%
CC(=O)N(Cc1cccnc1)Cc1cc2ccccc2[nH]c1=O,1%
O=C(c1noc2c1CCc1ccccc1-2)N1CCOCC1,-1%
Nc1nc2c(c(=O)[nH]1)CN(CCCN1CCOCC1)CN2,-2%[5.75 µM]
CCCC(=O)Nc1nc2ccc(S(N)(=O)=O)cc2s1,7%
O=C1C2CCCN2C(c2ccc(Cl)c(Cl)c2)N1c1ccccn1 (stereo not drawn),0%
Cc1c(O)ccc(C(=O)CN2C(=O)c3ccccc3C2=O)c1O,-1%
Cc1ccc(CS(=O)(=O)CCC(=O)N2CCC3(CC2)OCCO3)cc1,-2%
CN1CCN(Cc2nc3c(c(=O)[nH]c(=O)n3C)n2Cc2c(F)cccc2Cl)CC1,11%
CCOc1ccccc1CNc1nc2nc3c(c(=O)n2[nH]1)CCC3,-3%
O=C(O)/C(=C/c1c(C(=O)O)[nH]c2cc(Cl)cc(Cl)c12)c1ccccc1,-1%
C[C@H]1CCCC(=O)CCCCCc2cc(O)cc(O)c2C(=O)O1,-3%

# Gathered by group: the compounds so far with an aryl methoxy group (eight)
SMILES,AmpC inh det
COC(=O)c1cc(OC)c(OC)cc1-n1cnc2cc(OC)c(OC)cc2c1=O,0%
CCCN1CCC(NC(=O)Nc2ccc(OC)c(OC)c2)CC1,-3%
CCc1ccc(-c2nc(CN3CCC(C(=O)NCCc4ccc(OC)c(OC)c4)CC3)c(C)o2)cc1,-3%
COc1cccc(-n2c(SCC(=O)OC(C)C)nnc2-c2cccnc2)c1,-2%
COCCN(C(=O)Nc1ccc(OC)cc1OC)C1CCN(C(C)=O)CC1,0%
COc1ccc(C)cc1-n1c(N)c(C#N)c(C#N)c1-c1ccc(OC)c(OC)c1OC,0%
COc1ccc(-n2c(=O)c3c4c(sc3n3cnnc23)CC(C)CC4)cc1 (stereo not drawn),6%
COc1ccc(S(=O)(=O)N2Cc3ccccc3CC2C(=O)N2CCOCC2)cc1OC (stereo not drawn),12%

# (listing goes on)
SMILES,AmpC inh det
Cn1c(/N=C/c2c(O)ccc3ccccc23)nc2ccccc21,1%
CCOC(=O)Cn1c(=O)sc2ccccc21,7%
CCN1C(=O)/C(=C/N(C)C)c2ccccc21,0%
O=C(Cc1ccccc1)Nc1nc2ccc(Cl)cc2c2nc(-c3ccco3)nn12,-3%
Cc1nn(-c2ccccc2)c(Cl)c1C(=O)NCC(=O)O,-1%
Cn1c(SCC(=O)Nc2cccc3ccccc23)nc(O)cc1=O,-4%
Nc1c(NCc2ccccc2F)c(=O)[nH]c(=O)n1Cc1ccccc1,-8%
CC(C)(C)c1[nH]nc2c1C(c1ccncc1)C(C#N)=C(N)O2 (stereo not drawn),27%
O=C1CC(c2ccc(S(=O)(=O)NCCOc3ccccc3)cc2)CN1 (stereo not drawn),1%
O=C1CCCc2c1[nH]c1ccccc21,1%
Clc1ccccc1-c1nnc2sc(-c3cccs3)nn12,-4%
NC(=O)CN(c1ccc(Cl)cc1)S(=O)(=O)c1ccccc1,2%
O=C(NCc1cccnc1)C1c2ccccc2C(=O)N1C1CCCC1 (stereo not drawn),14%
Cc1ncsc1C(=O)NCc1ccc(N2CCCC2=O)cc1,1%
Clc1ccccc1/C=C\c1ccnc2ccccc12,-3%[5.75 µM]
CCOC(=O)C1=C(C)N=C2SCCC(=O)N2C1c1cccs1 (stereo not drawn),9%
CCOc1ccc(NC(=O)CSc2nnc(Cc3cccn3C)n2-c2ccc(OC)cc2)cc1,-1%
Cc1nc2scc(-c3ccccc3)c2c(=O)n1/N=C/c1ccco1,-4%
COC(=O)c1[nH]c2ccccc2c1NC(=O)CN1CCN(Cc2ccc3c(c2)OCO3)CC1,-2%
Cc1ccc(S(=O)(=O)N(C)Cc2ccc(-c3nnc4n3CCC4)cc2)cc1,-1%
COC(=O)c1ccc(COC(=O)C23CC4CC(CC(O)(C4)C2)C3)o1,-1%
COc1ccc(C(=O)n2ccc(C)n2)cc1Br,-13%
COc1ccc(C)cc1NC(=O)CSc1nnc(COc2ccc(Cl)cc2)n1Cc1ccco1,-1%
O=S(=O)(Nc1cc(Cl)ccc1N1CCCCC1)c1cccs1,-2%
Oc1[nH]c2ccccc2c1C1=NCCCC1,2%
COc1cc(C(=O)N2c3ccccc3CC2C)cc(OC)c1OC (stereo not drawn),-3%
COc1ccc(-c2nnn(CC(=O)N(CC(=O)NC3CCCC3)Cc3cccs3)n2)cc1OC,-2%
Cc1cc(C)c(NC(=O)Cn2c(=O)n(Cc3ccco3)c(=O)c3ccccc32)c(C)c1,11%
COc1ccc2c(c1)CCc1c(C(=O)Nc3cc(C)n(Cc4ccc(Cl)cc4)n3)noc1-2,-3%
COc1ccc(-n2c(=O)c(C)nc3cnc(Oc4ccccc4)nc32)cc1,-1%
Cc1nc(S(=O)(=O)NC2CCCCC2)c(C#N)c(C)c1Cl,8%
Cn1ccnc1SCC(=O)NC12CC3CC(CC(C3)C1)C2,-8%
C/C(=N/O)c1ccc2cc(Br)c3ccccc3c2c1,-4%[5.75 µM]
Cc1cc(=O)oc(C)c1C(=O)NCc1ccccn1,-3%
CCn1c(=O)cc(SCC(=O)N2CCCCC2)c2ccccc21,-7%
N#Cc1nc(-c2ccco2)oc1NCc1cccnc1,-2%
OC1(C(O)(c2ccc(-c3ccccc3)cc2)c2ccc(-c3ccccc3)cc2)CCCCC1,-5%[5.75 µM]
COc1cccc(-c2nn3c(-c4cc(C)[nH]n4)nnc3s2)c1,14%
COc1cccc(C2/C(=C(/O)c3ccc(F)cc3)C(=O)C(=O)N2CCN(C)C)c1 (stereo not drawn),-3%
O=C(NCc1ccc(Cl)cc1)c1ccc(COCC(F)(F)F)o1,0%
c1nc(N2CCOCC2)c2c3c(sc2n1)CCCC3,-3%
COc1ccc(NC(=O)C2CCCN2S(=O)(=O)c2cccc3cccnc23)c(OC)c1 (stereo not drawn),12%
CCOC(=O)C1Cc2ccccc2C(=O)O1 (stereo not drawn),0%
CCN(CC)CCN=CC1=C(O)CNC1=O,14%
COC(=O)CN(c1ccc(F)cc1)S(=O)(=O)c1ccccc1,-1%
CC1=Nc2ccc(C)cc2N(Cc2ccccc2)C(=O)C1,10%
COc1cc(C=C(C#N)C#N)cc(O)c1O,0%
Cc1ccc(-c2noc(C3CCCN(C(=O)C4CCCCC4)C3)n2)o1 (stereo not drawn),-1%
CCOC(=O)[C@@H]1[C@@H]2c3ccccc3-c3ccccc3[C@H]2C[C@H]1O,-2%[5.75 µM]
N#CCCn1nc(-c2ccccc2)cc1Nc1ccccc1NC(=O)c1cccs1,-2%
COC(=O)C1=C(C)N(c2ccc(F)c(Cl)c2)C(=O)C1,-7%
CCCn1c(SCC(=O)N2c3ccccc3Sc3ccccc32)nc2c1c(=O)n(C)c(=O)n2C,-6%
Oc1c(C(O)(c2ccccc2)c2ccc3ccccc3c2O)ccc2ccccc12,-3%[5.75 µM]
Cc1nc(NC(=O)C2CC2)sc1C(=O)N1CCCCC1,3%
Cc1oncc1C(=S)Nc1ccccc1,7%
COC(=O)c1ccc(CSc2nnnn2-c2ccc(C)cc2C)o1,-3%
COc1ccc(OC)c(C(c2nnnn2C2CCCC2)N2CCc3ccccc3C2)c1 (stereo not drawn),-3%
Cc1c(C(=O)OCc2cc(=O)n3cc(Br)ccc3n2)oc2ccccc12,0%
COc1cc(CCN)c(OC)c(OC)c1,1%[5.75 µM]
COc1cc(C(=O)N2CCN(c3ccc(C)cc3C)CC2)cc(OC)c1OC,10%

# The listing continues:
SMILES,AmpC inh det
Cc1ccc(C)c(C(=O)NCc2ccncc2)c1,-1%
Nc1cc(N)nc(SCc2cc(=O)oc3cc4c(cc23)CCC4)n1,-6%
CCOc1cc(C2C(C(=O)c3ccc(C)cc3)=C(C(=O)OC)Nc3nnnn32)ccc1O (stereo not drawn),-2%
CN1C(=O)NC2C1N(S(C)(=O)=O)CCN2S(C)(=O)=O (stereo not drawn),4%
COc1ccc2nc(SCC(=O)N3CCCCCC3)c(C#N)cc2c1,-1%
CCOC(=O)c1ccc(N2C(=O)c3n[nH]c(C)c3C2c2cccnc2)cc1 (stereo not drawn),-2%
COc1cccc(C(=O)NCc2nnc(SCC(=O)Nc3nccs3)n2-c2cccc(C)c2)c1,11%
COc1ccc(N(Cc2cc3cc(OC)ccc3[nH]c2=O)C(=O)c2cccnc2)cc1,-2%
O=C(CN1CCN(c2ccccn2)CC1)Nc1ccc(Cl)c(C(F)(F)F)c1,29%
Cc1ccc2cc(CCNC(=O)CC(C)C)c(=O)[nH]c2c1,10%
O=C(Nc1ccc(N2CCCC2)cc1)c1cccc(F)c1,-7%
O=C(CSc1nnc(NCc2ccccc2)s1)c1ccco1,0%
C=CCn1c(COc2ccccc2)nnc1SCC(=O)Nc1ccc(S(N)(=O)=O)cc1,-2%
CCOC(=O)c1cc2n(c1C)-c1ccccc1C2=O,11%
Oc1ccc(C=Nc2cccc3ncccc23)c(O)c1,6%
C[C@](N)(CCP(=O)(O)O)C(=O)O,-2%
CCCn1c2c(c(O)c(C(=O)Nc3ncccc3C)c1=O)CCCC2,-3%
O=C(NC1CCCCCC1)c1cccc(N2CCCC2=O)c1,-5%
CN(C)CCO[C@@H](c1ccc(Cl)cc1)c1ccccn1,-2%[12.8 µM]
O=C(OCc1nnc(-c2ccccc2)o1)C1CCN(S(=O)(=O)c2cccs2)CC1,-2%
CCCC1(C(=O)OCC)NC(c2ccc(N(C)C)cc2)C2C(=O)N(c3ccc(OCC)cc3)C(=O)C21 (stereo not drawn),2%
O=c1cccc(-c2ccccc2)[nH]1,-2%

# Of the compounds above, six have a COOH group.
SMILES,AmpC inh det
O=C(O)CCN1C(=O)c2ccccc2C1=O,-2%
O=C(O)CCC(=O)N1CCC[C@H]1C(=O)O,-1%
N[C@@H](C(=O)O)[C@H](CC(=O)O)c1ccc(Cl)cc1,-4%
O=C(O)/C(=C/c1c(C(=O)O)[nH]c2cc(Cl)cc(Cl)c12)c1ccccc1,-1%
Cc1nn(-c2ccccc2)c(Cl)c1C(=O)NCC(=O)O,-1%
C[C@](N)(CCP(=O)(O)O)C(=O)O,-2%

# Some of the compounds tested; rates above refer to the full screens.
